# Source: PubChem (several laboratories)
# FID counter: fluorescent intercalator displacement, NS3 helicase counter-screen. DNA fluorescent intercalator displacement, fluorescence. inhibition, % at 7.9 µM. 290,000 tested, 0.17% active. AID 1845; in the data active = inhibition above about 37%;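 note: 0% = vehicle and 100% = reference compound; higher means more ethidium bromide displaced from hairpin DNA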
# pCIP destab: compounds decreasing mouse p/CIP protein stability; F442A p/CIP-EGFP cells, EGFP fluorescence, 16 h; 290,000 tested, 0.01% active; decrease of EGFP signal, % at 10 µM; AID 1984;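 active = EGFP signal decrease of at least 30% at 10 µM or well 3 SD below plate mean, unless failing retest; inactive = the rest, including hits failing retest or dose response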; note: some compounds called inactive have numbers as strong as hits; many of its hits are not listed in these tables
# VIM-2 inh: blocks Pseudomonas aeruginosa VIM-2 metallo-beta-lactamase; purified VIM-2, nitrocefin hydrolysis, epi-absorbance fluorescence; inhibition, % at 5.6 µM; 290,000 tested, 0.89% active;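 active = inhibition above the mean of all tested compounds plus 3 SD, cutoff set per screening run, cut at about 7.5% in these data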;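 note: red hydrolysis product quenches plate fluorescence so inhibitors raise well fluorescence; 0% = enzyme with DMSO and 100% = DMSO without enzyme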
# IMP-1 inhibitor: blocks Pseudomonas aeruginosa IMP-1 metallo-beta-lactamase; purified IMP-1, nitrocefin hydrolysis, epi-absorbance fluorescence; inhibition, % at 5.6 µM; 290,000 tested, 0.45% active;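 active = inhibition above the mean plus 3 SD of all compounds in the same screening run, cut at about 4.5% in these data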;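 note: 0% = IMP-1 with DMSO and 100% = DMSO wells lacking enzyme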
#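 System – purified recombinant IMP-1 beta-lactamase · Input – IMP-1 dispensed at 0.2 nM · Timing – 15 min preincubation plus 25 min reaction at 25 °C · Signal – Epi-absorbance fluorescence, 480 nm excitation, 530 nm emission · Measure – percent IMP-1 inhibition derived from blank-referenced optical density · Controls – Enzyme-plus-DMSO low control, enzyme-free DMSO high control · Replication – singlicate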
# IDE act: boosts human insulin-degrading enzyme activity in HEK cells. AID 493087. activation, % at 5.96 µM. P14735. FAbeta-B cleavage, fluorescence polarization; 0% vehicle, 100% cell-free pure enzyme wells. 340,000 tested, 0.073% active;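 active = activation above the mean of all tested compounds plus 3 SD, set per screening campaign, cut at about 17% in these data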
# PHOSPHO1 inh: inhibitors of human PHOSPHO1 phosphatase. Q8TCT1. recombinant PHOSPHO1, absorbance phosphatase assay. inhibition, % at 13.3 µM. 290,000 tested, 1.1% active; in the data active = inhibition above about 60%
# Target sequence (Q8TCT1 whole entry, looked up): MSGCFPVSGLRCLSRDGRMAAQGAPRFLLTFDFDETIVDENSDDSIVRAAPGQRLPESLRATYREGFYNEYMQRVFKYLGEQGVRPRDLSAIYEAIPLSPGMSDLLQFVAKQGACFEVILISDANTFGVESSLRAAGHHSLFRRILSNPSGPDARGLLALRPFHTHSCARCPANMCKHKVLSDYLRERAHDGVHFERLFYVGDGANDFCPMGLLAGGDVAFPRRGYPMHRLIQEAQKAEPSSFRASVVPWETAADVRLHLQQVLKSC
# MEKK3 PB1 HTS: MEKK3-MEK5 PB1 interaction, increase or decrease; 290,000 tested, 1.4% active; bead-based flow cytometry, Alexa488-MEK5 binding to MEKK3; actives lie on both sides; 0 = blocked by unlabeled MEK5, 100 = vehicle; AID 1529; binding response (% of control), % at 10 µM;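 active = binding response more than 3 SD above or below the average of its plate-row segment, actives on both sides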;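 note: Alexa488 bead fluorescence after subtracting the streptavidin-only scavenger bead signal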
# Target sequence (Q99759 whole entry, looked up): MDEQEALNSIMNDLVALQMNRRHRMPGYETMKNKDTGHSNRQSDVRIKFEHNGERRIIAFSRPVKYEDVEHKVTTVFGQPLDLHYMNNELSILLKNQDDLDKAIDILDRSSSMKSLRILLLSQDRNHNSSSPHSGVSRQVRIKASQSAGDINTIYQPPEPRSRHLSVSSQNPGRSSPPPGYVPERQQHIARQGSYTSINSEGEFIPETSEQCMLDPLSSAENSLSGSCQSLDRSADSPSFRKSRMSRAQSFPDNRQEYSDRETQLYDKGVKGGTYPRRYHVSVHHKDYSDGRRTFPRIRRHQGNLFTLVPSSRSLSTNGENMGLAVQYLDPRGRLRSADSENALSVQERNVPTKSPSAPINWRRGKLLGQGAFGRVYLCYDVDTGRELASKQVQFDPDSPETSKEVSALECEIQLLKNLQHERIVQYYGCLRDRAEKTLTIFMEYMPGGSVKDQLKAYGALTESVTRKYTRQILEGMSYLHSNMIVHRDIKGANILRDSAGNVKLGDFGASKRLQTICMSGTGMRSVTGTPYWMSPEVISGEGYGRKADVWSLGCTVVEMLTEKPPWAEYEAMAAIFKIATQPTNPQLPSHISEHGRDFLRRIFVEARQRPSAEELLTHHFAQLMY
# NS3 helicase inh: inhibitors of Hepatitis C virus NS3 helicase; NS3 helicase DNA unwinding, Cy5 molecular beacon fluorescence; inhibition, % at 10.9 µM; 290,000 tested, 0.56% active; AID 1800;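 active = inhibition above the mean of all tested compounds plus 3 SD, set per campaign, cut at about 35% in these data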;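 note: 0% = DMSO wells and 100% = thioflavine S control wells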
#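 assay system = NS3 helicase fragment of HCV | buffer or medium = MOPS pH 6.5, MgCl2, DTT, Tween20, BSA | timing = 60 min unwinding reaction at 25 °C after ATP addition | signal = Cy5 beacon fluorescence read at start and 1 h | read-out basis = % inhibition of unwinding | control set = low DMSO, high thioflavine S at 110 µM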
# SUMO HTRF inh: inhibitors of human SUMOylation (UBC9); AID 2006; 290,000 tested, 0.36% active; inhibition, % at 35 µM; HTRF SUMOylation assay, SAE1/SAE2 + UBC9, in vitro; in the data active = inhibition above about 50%, passing the limit was not always enough; note: strong numbers were not always called active
# Target sequence (P63279 whole entry, looked up): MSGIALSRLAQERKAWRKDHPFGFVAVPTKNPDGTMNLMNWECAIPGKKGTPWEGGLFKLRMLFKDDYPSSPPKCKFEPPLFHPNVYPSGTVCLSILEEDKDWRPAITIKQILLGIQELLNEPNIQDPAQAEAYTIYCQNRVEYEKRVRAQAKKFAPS
# Starred values were filed as active, the others as inactive; / = no result given; [ ] = remark or other dose. Some of the compounds tested; rates above refer to the full screens.
molecule	FID counter	pCIP destab	VIM-2 inh	IMP-1 inhibitor	IDE act	PHOSPHO1 inh	MEKK3 PB1 HTS	NS3 helicase inh	SUMO HTRF inh
CCC(=O)Oc1ccc(/C(CC)=C(\CC)c2ccc(OC(=O)CC)cc2)cc1	-3	-11	-0.4	-1.2	5	16	83	-2	-16
CCNC(=S)Nc1ccc(Cc2nc3ccccc3[nH]2)cc1	-9	-40	-7.2	-3.6	4	18	109	-13	4
C=CCC1NS(=O)(=O)OC(CCCC)C1O (configuration not stated)	-1	-2	-0.3	-2.8	0	-2	102	20	-3
O=C(c1ccc(Br)c(S(=O)(=O)N2CCCCC2)c1)N1CCCCC1	-31	1	-0.7	-0.3	-4	9	103	0	-4
Cn1c(=O)c(=O)n(C)c2cc(S(=O)(=O)CCC(=O)Nc3ccc(C(F)(F)F)cc3)ccc21	-3	-10	-1.6	0.8	8	54	92	-1	6
Fc1ccc(/C=N/Nc2nn[nH]n2)cc1	-1	-7	-6.7	-6.1	4	-21	98	-19	13
COc1ccc(NS(=O)(=O)c2cccc(NC(=O)C34CCC(CC3)C4)c2)cc1	-16	16	-0.3	-0.4	5	-9	129	-1	-29
c1ccc(-n2c(-c3ccco3)nnc2N2CCOCC2)cc1	-6	1	0.8	0.0	3	-7	107	9	-6
COc1ccc(N(CC(=O)NCC2CCCO2)S(=O)(=O)c2ccc(C)cc2)cc1OC (configuration not stated)	-14	10	0.1	-1.6	9	-9	100	11	11
CC(=O)c1c(-c2ccc(C)cc2)nc2c3ccccc3ccn12	-9	-3	-1.9	-2.7	-1	64*	110	-5	-8
CC(=O)N1c2ccccc2-c2nc3ccccc3n2C1C (configuration not stated)	-9	-8	-1.3	-2.7	-1	50	106	1	-6
CC(C)=CC(=O)N1CCC(N2CCC(C(=O)N3CCOCC3)CC2)CC1	-2	12	-1.3	-1.9	2	10	101	6	0
CCC(C(=O)NCc1ccc(OC)cc1)n1nc(C)n2c(cc3occc32)c1=O (configuration not stated)	-27	-2	-5.5	-3.2	3	-1	101	10	19
O=Cc1sc(N2CCOCC2)nc1-c1ccccc1	-4	-3	-2.8	-3.0	/	6	104	-11	21
Cn1cnc2c(N3CCCCC3)nccc21	4	0	-4.0	-2.9	3	-10	116	4	15
COC(=O)c1cc(S(=O)(=O)N2CCCC2=O)c(Cl)cc1Cl	-17	9	-0.6	-4.1	4	30	107	14	-1
O=C(N/N=C/c1cn(-c2ccccc2)nc1-c1cccnc1)c1ccc(F)cc1	-23	-4	-2.8	-2.7	0	-4	101	0	-14
CC(NC(=O)Cc1ccc(NC2=NC3CS(=O)(=O)CC3S2)cc1)c1ccccc1 (configuration not stated)	-3	3	-5.3	-4.0	-10	28	101	6	9
COc1ccc(CN(CC(=O)NC2CCCC2)C(=O)CCC(=O)Nc2nccs2)cc1	-33	-17	-3.4	-2.9	2	13	99	0	0
CC(C1CC2CCC1C2)n1c(COc2ccccc2F)nnc1SCC(N)=O (configuration not stated)	-33	0	4.1	0.3	-2	49	100	-1	-9
CC(=O)NC(c1ccc([N+](=O)[O-])cc1)c1c(O)ccc2ccccc12 (configuration not stated)	8	6	-0.4	-1.1	-1	-24	100	4	-5
C/C(NC(=O)c1cccc(F)c1)=C1/C(=O)C[C@@H]2[C@H]1C2(C)C	-2	5	-1.9	-2.8	-1	20	93	-1	4
C=C/C(C)=C/CC1C(=C)CCC2C(C)(C(=O)O)CCCC12C (configuration not stated)	/	11	/	/	2	18	110	/	-23
CC1Cc2ccccc2N1C(=O)CO/N=C/c1ccccc1OC(F)F (configuration not stated)	-6	5	-0.6	-0.7	1	-16	10*[inhibitor]	-5	-13
Cc1nn(CC(=O)NCCCN2CC(C)CC(C)C2)c(=O)c2cccn12 (configuration not stated)	3	-3	-2.6	-0.6	7	17	100	12	10

# Exported with values under each structure: 2 of the compounds above
# Every second line gives: FID counter | pCIP destab | VIM-2 inh | IMP-1 inhibitor | IDE act | PHOSPHO1 inh | MEKK3 PB1 HTS | NS3 helicase inh | SUMO HTRF inh
- c1ccc(-n2c(-c3ccco3)nnc2N2CCOCC2)cc1
    -6 | 1 | 0.8 | 0.0 | 3 | -7 | 107 | 9 | -6
- COc1ccc(N(CC(=O)NCC2CCCO2)S(=O)(=O)c2ccc(C)cc2)cc1OC (configuration not stated)
    -14 | 10 | 0.1 | -1.6 | 9 | -9 | 100 | 11 | 11

# Later entries
molecule	FID counter	pCIP destab	VIM-2 inh	IMP-1 inhibitor	IDE act	PHOSPHO1 inh	MEKK3 PB1 HTS	NS3 helicase inh	SUMO HTRF inh
CCOC(=O)c1c(N)sc(C(=O)Nc2ccc3c(c2)OCO3)c1C	-4	-15	-1.2	-0.7	-2	-14	101	6	-4
Cc1nc2ccccn2c1/C(O)=C1\C(=O)C(=O)N(CCCN(C)C)C1c1ccc(F)cc1 (configuration not stated)	5	/	-2.1	-0.1	/	/	/	-7	/
CSc1ncc(C(=O)Nc2cccc(S(N)(=O)=O)c2)n1-c1ccccc1	-25	1	-0.9	-0.1	3	39	99	-2	0
Cc1[nH]c(C)c(S(=O)(=O)N(Cc2ccccc2)C(C)(C)C)c1C(=O)N1CCCC1	-27	-1	1.0	1.9	5	34	99	38*	8
O=S(=O)(NN=C1CCCCCC1)c1ccccc1	-10	-3	-0.2	1.0	1	-5	101	23	3
Nc1nonc1-n1nnc(C(=O)N/N=C/c2cccc(Cl)c2)c1-c1cccs1	-11	3	-0.5	0.1	-6	-14	100	-4	-8
c1ccc(N(c2ccccc2)c2nc(-n3ccnc3)nc(-n3ccnc3)n2)cc1	-13	-10	-1.8	-2.2	-6	18	99	-3	14
c1ccn2cc(CSc3nnc4ccccn34)nc2c1	2	-2	-1.1	-1.6	1	21	102	-5	-5
COc1ccc(C2c3c(-c4cc(Cl)c(C)cc4O)n[nH]c3C(=O)N2Cc2cccnc2)cc1OC (configuration not stated)	-4	-11	-1.8	-1.2	-4	15	96	-2	7
O=C(N/N=C/c1ccc(OC(F)F)cc1)c1ccc(Br)cc1	-8	-1	-9.0	-3.6	-1	7	91	-6	1
Cc1ccc(C)c(NC(=O)Cn2nnc(C(=O)Nc3c(C)cccc3C)c2N)c1	-15	-6	-2.5	-2.3	7	48	/	2	-2
COCCCNCCOc1ccc(C)cc1[N+](=O)[O-]	9	-8	-3.0	-2.7	4	1	101	-4	17
OCC1CCCN(C(=S)Nc2ccc(Nc3ccccc3)cc2)C1 (configuration not stated)	7	-5	-5.9	-10.0	3	27	98	-15	2
Cc1ccc(N2CC(C(=O)Nc3nnc(SCC(=O)NCC4CCCO4)s3)CC2=O)cc1C (configuration not stated)	-48	-10	-3.2	-3.8	-1	33	103	10	-4
Cc1cccc(N2CCN(C(=O)COc3ccc4ccc(=O)oc4c3)CC2)c1C	-31	0	-9.7	-3.7	-1	10	95	-2	2
CCOC(=O)C1CCN(C(=O)c2ccc3c(c2)NC(=O)/C(=C/c2ccccc2)S3)CC1	-58	4	1.0	-1.9	-1	54	98	-28	-6
CC1Sc2ccc(S(=O)(=O)N3CCN(c4cccc(Cl)c4)CC3)cc2NC1=O (configuration not stated)	-15	-2	-1.7	-1.2	3	44	100	-16	4
O=C(Nc1ccc(C(=O)NCC2CCN(Cc3ccccc3F)CC2)cc1)C1=CSCCO1	7	4	-0.8	-3.0	0	26	98	-3	1
O=C(NC(Cc1ccccc1)C(=O)O)/C(=C/c1ccc([N+](=O)[O-])cc1)NC(=O)c1ccco1 (configuration not stated)	-15	-3	1.3	1.1	5	30	100	10	-3
CNc1ccc(Br)cc(C(=O)/C=C/c2cccc(OC)c2)c1=O	-18	-12	0.8	10*	0	8	90	44*	32
COc1ccc(CN=C2NN=C(c3ccc(Cl)cc3)CS2)cc1	-11	-28	-8.0	-4.5	8	-60	99	-8	-12
CC(C)(C)c1ccc(OCC(=O)NCc2ccco2)c(Br)c1	-21	-9	-5.5	-4.1	-2	-27	104	19	7
O=C1C=C(c2ccc(Cl)cc2)C(=O)N1Nc1ccccc1	2	-1	-0.4	-2.1	-6	6	104	-14	-8
COC(=O)Nc1ccc(C)cc1NC(=O)OC	-2	-8	-3.9	-1.7	6	4	113	5	-3
O=C(CN1CCOc2ccccc21)NC1CCCCCCC1	-22	/	3.9	-1.2	3	/	105	62*	/

# Going on with the list.
molecule	FID counter	pCIP destab	VIM-2 inh	IMP-1 inhibitor	IDE act	PHOSPHO1 inh	MEKK3 PB1 HTS	NS3 helicase inh	SUMO HTRF inh
COc1ccc(OC)c(/C=N/NC(=O)c2csc3ccccc23)c1	-11	7	-0.6	-2.1	-1	8	106	-6	-16
O=C(NC1CCN(S(=O)(=O)c2ccc(F)cc2)CC1)c1ccc(F)cc1	-11	-8	-1.1	-4.7	-1	29	100	2	8
COc1cc(OC)cc(C(=O)NCC(=O)OCC(=O)N2CCc3ccccc32)c1	-14	44	-1.8	-1.3	3	-3	96	0	8
CCOC(=O)C1=C(N)OC2=C(C(=O)CC(C)(C)C2)C1c1ccccc1OC (configuration not stated)	-7	-7	-2.4	-1.8	6	19	105	2	1
CN(C)S(=O)(=O)c1cccc(NC(=O)COC(=O)c2ccc(Br)o2)c1	-8	-16	-1.1	-1.1	0	3	108	18	-16
CCc1ccc(/C=C2\SC(=S)N(CCCC(=O)Nc3ccccn3)C2=O)cc1	-7	-19	-1.5	-2.7	-5	4	104	9	-11
CCOc1ccc(-n2cc(C(=O)NC(C)C)c3cc(OC)c(OC)cc3c2=O)cc1	-33	-8	1.7	0.8	-1	-2	100	-4	21
O=C(/C=C/c1ccccc1[N+](=O)[O-])c1ccccc1Br	3	2	-1.1	-2.5	-3	10	100	-7	8
O=[N+]([O-])c1ccc(CN2CCN(c3ccc(F)cc3)CC2)o1	3	-5	0.6	1.9	1	15	93	-5	11
O=C1N(CN2C(=O)C3(OCCO3)c3ccccc32)c2ccccc2C12OCCO2	-9	2	-2.6	-5.2	1	32	101	7	2
Cc1c(C(=O)N2CCCCC2)sc(NC(=O)C2CC2)c1C#N	-13	4	-2.3	-5.1	-4	7	99	5	16
Cn1c(SCC(=O)N2CCOCC2)nnc1-c1cnccn1	5	8	0.3	-0.6	1	0	104	6	-5
COC(=O)COc1ccc2oc(=O)cc(C)c2c1	0	-4	-2.6	-3.3	3	-6	98	6	8
CC1(C)NC(=O)N(CC(O)CN2CCOCC2)C1=O (configuration not stated)	3	9	-4.2	-1.4	5	-8	93	-9	-2
CCOC(=O)C(C)Oc1cccc2c(=O)n(CC(=O)NCc3ccc4c(c3)OCO4)ccc12 (configuration not stated)	-18	3	-2.1	-4.7	6	2	103	0	1
O=C(COC(=O)c1ccccc1Cc1ccccc1)Nc1ccc(SC(F)F)cc1	-1	7	-3.9	-0.9	5	-11	113	9	-27
O=C(NC1CCCC1)C1CCN(C(=O)c2ccc(Cl)cc2Cl)CC1	-23	-1	-0.3	-1.5	5	6	100	0	7
COc1ccccc1CNC(=O)c1ccc(C)s1	-3	-7	-2.4	-2.3	2	28	105	-3	-2
Cc1ccc2c(c1)nnn2C1CCN(CC(=O)NCCc2ccccc2)CC1	-18	-6	-1.6	4.0	1	28	94	-18	-11
